aSyn yeast rescue – rescues yeast growth from alpha-synuclein toxicity; S. cerevisiae alpha-synuclein toxicity rescue, BacTiter-Glo growth, 24 h; Potency, µM (doses to about 46.1 µM), for inactives: at the top dose growth rescue (activation), hits mostly activators; hit rate 0.02% among 94,000; AID 1347070; active means well fitted activation curve with a large enough effect; further: 0% is about no effect
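Growth restoration measured by BacTiter-Glo luminescence after 24 hr at 30 deg C; alpha-synuclein yeast, raffinose-pregrown to mid-log, were added at OD600=0.02 in galactose medium onto pinned compounds.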
* = called active by the depositor; & = joins results of further samples; [ ] = dose if it differs, or a comment. Potency means the concentration at half of the fitted maximal effect.

Start of the data: the first 4 compounds (preview)
SMILES | aSyn yeast rescue
COC(=O)c1c(NC2=NS(=O)(=O)c3ccccc32)sc2c1CCC(C(C)(C)C)C2 (configuration not stated) | 0%
Cn1ccnc1SCC(=O)c1cccc(C(F)(F)F)c1 | -2%
COc1ccccc1OCC(=O)N(Cc1ccco1)Cc1ccccc1F | -6%
CC(=O)c1cccc(CN2CCN(CC=C(C)C)C(CCO)C2)c1 (configuration not stated) | -7%

This part in full, previewed entries included:
SMILES | aSyn yeast rescue
COC(=O)c1c(NC2=NS(=O)(=O)c3ccccc32)sc2c1CCC(C(C)(C)C)C2 (configuration not stated) | 0%
Cn1ccnc1SCC(=O)c1cccc(C(F)(F)F)c1 | -2%
COc1ccccc1OCC(=O)N(Cc1ccco1)Cc1ccccc1F | -6%
CC(=O)c1cccc(CN2CCN(CC=C(C)C)C(CCO)C2)c1 (configuration not stated) | -7%
O=C(NCCCN1CCCC1=O)C(=O)NCC1OCCN1S(=O)(=O)c1cc(F)ccc1F (configuration not stated) | 1%
O=C(CCC1CCCN(C(=O)Cc2cccc(F)c2)C1)N1CCN(c2ccccn2)CC1 (configuration not stated) | 6%
CS(=O)(=O)N1CCc2cc(S(=O)(=O)NCCNS(=O)(=O)c3ccc4c(c3)CCN4S(C)(=O)=O)ccc21 | 3%
Cc1cc(C(F)F)n2nc(C(=O)Nc3ccc(F)c(Cl)c3)nc2n1 | -11%
COc1cccc2c1Oc1ncccc1N(C(=O)CCC(=O)NCc1ccc(C)cc1)C2 | 3%
COc1ccc(CNC(=O)CSc2n[nH]c(N)n2)cc1OC | 3%
COc1cc(-c2noc(C3CC(=O)N(c4ccc5c(c4)OCCO5)C3)n2)cc(OC)c1OC (configuration not stated) | 6%
CNC(=O)c1ccc(NC(=O)c2nsc3ccccc23)cc1 | -14%
CC(C)(C)C1CCc2c(sc(NC(=O)c3noc4c3CCCC4)c2C#N)C1 (configuration not stated) | -10%
Cc1cc(S(=O)(=O)Nc2cc3c(cc2N2CCOCC2)n(C)c(=O)c(=O)n3C)ccc1F | 1%
COc1ccccc1C1CCN(c2cc(O)ccc2[N+](=O)[O-])CC1 | -72%[inhibitor]
COc1ccccc1N1CCN(C(=O)/C=C/c2cccc([N+](=O)[O-])c2)CC1 | 13%
COc1ccc(NCC(=O)Nc2ccc(Br)cc2F)c(OC)c1 | 1%
CCOC(=O)c1cccc(NC(=O)CCCn2nc(C)c3c(C)n(-c4ccccc4)nc3c2=O)c1 | 6%
Cc1ccc(OCC(=O)NCCCNC(=O)c2ccccn2)cc1C | 7%
Cc1ccc2cccc(NC(=O)c3cccc4ccccc34)c2n1 | -8%
C[C@@H]1CCCCO[C@H](CN(C)C(=O)Nc2ccc3c(c2)OCO3)[C@H](C)CN([C@@H](C)CO)C(=O)c2cc(NS(=O)(=O)c3ccc(Cl)cc3)ccc2O1 | -5%
O=C(COC(=O)C1=COCCO1)NC1CCCCC1 | -13%
Cc1cccc(OCC(=O)Nc2cccc(OCc3cc(=O)n4cccc(C)c4n3)c2)c1 | -18%
Cc1cc(C)cc(N2C(=O)CS(=O)(=O)C23C(=O)N(Cc2ccccc2)c2ccccc23)c1 (configuration not stated) | -3%
O=C(CCl)N1CCN2C(=O)c3ccccc3C12c1ccc(Cl)cc1 (configuration not stated) | 6%
CCN(CC)CCNC(=O)/C(=C/c1cn(C)c2ccccc12)NC(=O)c1ccc(OC)c(OC)c1 | 2%
Cc1ccc(-n2nc(C(=O)N3CCN(c4ccccc4F)CC3)c3c4ccccc4n(C)c3c2=O)cc1 | 6%
CCCNS(=O)(=O)c1cc(-c2nn3c(C)nnc3c3ccccc23)ccc1C | 0%
COC(=O)c1c(NC(=O)CSc2ncnc3ccccc23)sc(C)c1C | -13%
CN1C(=O)c2ccccc2Sc2ccc(NC(=O)COc3ccccc3)cc21 | -15%
O=C(O)c1ccccc1C(=O)Nc1ccc(Oc2ccccc2)cc1 | 0%
Cc1ccc(/C=C/C(=O)NC(=S)Nc2ccc(S(=O)(=O)Nc3cc(C)on3)cc2)cc1 | -2%
O=C(O)c1cc(-c2ccc(/C=N/N3C(=O)C4C5C=CC(C6CC56)C4C3=O)o2)ccc1Cl (configuration not stated) | 11%
CCC1CN(C(=O)N2CCC(C(=O)NCCCc3ccccc3)CC2)c2cc(C)ccc2O1 (configuration not stated) | 11%
CC(=O)Nc1ccc(S(=O)(=O)N2CCC(c3nnc(-c4ccc(C)cc4)o3)CC2)cc1 | 3%&-3%
Oc1ccc(NC(=S)N=Nc2c(O)[nH]c3ccccc23)cc1 | 1%
Cc1ccc(-c2nc(CCNC(=O)C(=O)Nc3ccc(C)c(Cl)c3)cs2)cc1 | 23%
CCCCNS(=O)(=O)c1ccc2nc(-c3cccnc3)cc(C(=O)NCCCOCC)c2c1 | 5%
CCN(CC)c1nn2c(=O)c(C(=O)NCCc3cccc(C)c3)cnc2s1 | 2%
Cc1ccc2nc(N(Cc3cccnc3)C(=O)c3ccc4c(c3)OCCO4)sc2c1 | -2%
CCN(CC)S(=O)(=O)c1ccc2c(c1)N(CC(=O)Nc1ccc(F)cc1)C(=O)CO2 | -4%
COc1cc(/C=C2/NC(=O)NC2=O)cc(Br)c1OCc1cccc(C(=O)O)c1 | 2%
COc1ccccc1N1CCN(C(=O)CN2C(=O)COc3ccc(S(=O)(=O)N4CCCC4)cc32)CC1 | 2%
Cc1cc(C)c(S(=O)(=O)N(C)CC(=O)NCCCn2ccnc2)c(C)c1 | 0%
O=C(NC1CCCC1)C1CCN(C(=O)c2cccc(Cl)c2)CC1 | 5%
CCC1CCc2nc3sc(C(=O)Nc4ccc(C)cc4)c(N)c3cc2C1 (configuration not stated) | -3%
COc1cccc(CNC(=O)C2CCCCN2S(=O)(=O)c2ccc(F)cc2)c1 (configuration not stated) | -8%
Cc1nn(C)c2c1c(C(F)(F)F)cc(=O)n2C(C)C(=O)NCc1ccc(Cl)cc1 (configuration not stated) | -3%
CCOc1cc(C(=O)Nn2cnnc2)cc(OCC)c1OCC | -5%
Cn1c(-c2ccccc2)c(/C=N/NC(=O)c2ccc(O)cc2)c2ccccc21 | 0%
COc1ccc(-n2c(=O)c3ccc(C(=O)NCc4ccc(C)cc4)cc3n(CC(=O)Nc3ccc(C)cc3)c2=O)cc1 | -1%
CN(C)/C=N/c1nc2nccc(-c3cccc(Cl)c3)n2n1 | 3%
CCOC(=O)CN1C(=O)C(=O)N(Cc2cccc(C)c2)C1=O | -7%
Cc1cccc(C(=O)NCCc2nc3ccccc3n2CCC(C)C)c1 | 1%
O=C(NC1CCCCCC1)C(Cc1ccccc1)n1cccc1 (configuration not stated) | 9%
COc1ccc(N2CCN(S(=O)(=O)CCNC(=O)c3ccc(C(F)(F)F)cc3)CC2)cc1 | -7%
COc1ccc(S(=O)(=O)N(C)C[C@@H]2OCCCC[C@@H](C)Oc3ccc(NS(=O)(=O)c4cccs4)cc3C(=O)N([C@H](C)CO)C[C@@H]2C)cc1 | 6%
CCOC(=O)c1c(NC(=O)COc2ccc(CC)cc2)sc2c1CCCC2 | 3%
O=C(O)CNS(=O)(=O)c1ccc(C2CCCCC2)cc1 | -1%
Cc1ccc(NC(=O)Cc2c(O)c3ccccc3[nH]c2=O)c(C)c1 | 0%

Rewritten field by field: part of the list above
Cc1nn(C)c2c1c(C(F)(F)F)cc(=O)n2C(C)C(=O)NCc1ccc(Cl)cc1 (configuration not stated)
  aSyn yeast rescue = -3%

CCOc1cc(C(=O)Nn2cnnc2)cc(OCC)c1OCC
  aSyn yeast rescue = -5%

Cn1c(-c2ccccc2)c(/C=N/NC(=O)c2ccc(O)cc2)c2ccccc21
  aSyn yeast rescue = 0%

COc1ccc(-n2c(=O)c3ccc(C(=O)NCc4ccc(C)cc4)cc3n(CC(=O)Nc3ccc(C)cc3)c2=O)cc1
  aSyn yeast rescue = -1%

The listing continues:
SMILES | aSyn yeast rescue
COc1ccc(-c2nn(-c3ccccc3)cc2N)cc1 | -4%
COc1ccc(C(=O)OCC(=O)NC2CC2)cc1 | 1%
COc1ccc(N2CSC3=C(C#N)C(c4cccc(OC)c4OC)CC(=O)N3C2)cc1 (configuration not stated) | 10%
COc1ccc(-c2nnc3c4ccccc4c(-c4ccccc4)nn23)cc1 | -1%
O=C(Nc1ccc(C(=O)N2CCN(c3ccccc3)CC2)cc1)c1nsc2ccccc12 | 1%
CCc1ccc(/C=N/NC(=O)C(=O)NCCCN2CCOCC2)cc1 | 4%
Cc1nc2ncnn2c(C)c1CCC(=O)N1CCN(c2ccc(F)cc2)CC1 | -6%
Cc1ccn2c(C(C)O)nnc2c1 (configuration not stated) | -1%
CCN(CC)C(=O)/C(=C/c1cn(S(=O)(=O)N(C)C)c2ccccc12)NC(=O)c1ccc(OC)cc1 | -5%
CCCCN1C(=O)C(CC(=O)NCc2ccco2)CC(C(=O)N2CCOCC2)=C1C (configuration not stated) | 3%
Cc1ccc(S(=O)(=O)C(CNC(=O)C(=O)NCc2ccc(Cl)cc2)c2ccco2)cc1 (configuration not stated) | -6%
CCCC(=O)NC(NC1CCS(=O)(=O)C1)C(Cl)(Cl)Cl (configuration not stated) | 2%
Cc1ccc(NC(=O)C(CC(C)C)NS(=O)(=O)c2ccc3c(c2)oc(=O)n3C)c(C)c1 (configuration not stated) | 20%
Cc1ccc(C2=NN(CC(=O)NCc3cccs3)C(=O)CC2)cc1 | -4%
COc1ccc(OCC(=O)N2CCN(C(=O)c3cccc(OC)c3)CC2)cc1 | -4%
CCC/C(O)=C1\C(=O)CC(c2ccccc2)CC1=NCCc1c(C)[nH]c2ccccc12 (configuration not stated) | -6%
CCOc1ccc(CCNC(=O)CN2CCN(Cc3ccc(F)cc3Cl)C2=O)cc1OCC | 6%
Cc1ccc(C(=O)N2CCn3c4c(c5cc(C)ccc53)CCCC42)cc1 (configuration not stated) | 12%
COc1ccccc1N(CC(=O)NCCSc1ccccn1)S(=O)(=O)c1ccccc1 | 3%
CC1(c2ccccc2)CC(C)(C)N(C(=O)c2cccc(Cl)c2)c2ccccc21 (configuration not stated) | 0%
COc1ccccc1NC(=O)c1ccc2c(c1)N(CC(=O)NC(C)(C)C)C(=O)C(C)(C)O2 | 4%
O=C1CCSC2(C(=O)N(Cc3ccccc3)c3ccccc32)N1c1ccccc1 (configuration not stated) | -12%
O=C(Nc1cccc(Cl)c1Cl)c1ccc2c(c1)N(Cc1cccc(Cl)c1)C(=O)c1ccccc1S2=O (configuration not stated) | 9%
CCC(CC)NC(=O)c1nn(Cc2ccccc2)c(=O)c2ccccc12 | 8%
COc1cc(-c2nnc(COC(=O)c3ccc([N+](=O)[O-])o3)o2)cc(OC)c1OC | -12%
Cc1ccc(C(=O)Nc2cccc(-c3nc4ccccc4o3)c2)c(Cl)c1 | 3%
CC(=O)Nc1ccc(C2=NNC(=Nc3ccc(S(=O)(=O)N4CCOCC4)cc3)SC2)cc1 | 3%
COc1cc(NC(=O)COc2ccccc2[N+](=O)[O-])ccc1NC(=O)c1cccs1 | 1%
CCCc1nn2c(=O)cc(COC(=O)CNC(=O)COc3ccc(C)cc3)nc2s1 | 1%
O=C(NCCc1ccncc1)Nc1ccc(Cl)c(Cl)c1 | 2%
O=C(CN1CCC(C(=O)c2ccc3c(c2)OCCO3)CC1)Nc1ccccc1F | -4%
CCCCNC(=O)/C(=C\c1ccc([N+](=O)[O-])o1)NC(=O)c1ccccc1 | 13%
Cn1cc(-c2cc3n(n2)CCC(=O)N3CCCC(=O)NCc2ccccc2Cl)c2ccccc21 | -10%
CCc1nn(-c2ccccc2)c2nc(-c3ccc(O)cc3)c3cc(OC)c(OC)cc3c12 | 12%
Cc1cccc(-c2nnc(SCC(=O)c3ccc(O)cc3O)n2C)c1 | 4%
COc1cc(CN(C(=O)c2ccc(OC(C)C)cc2)c2ccccn2)cc(OC)c1OC | -13%
Cc1cc(C)cc(NS(=O)(=O)c2c(C)nc3scc(C)n3c2=O)c1 | -2%
O=C(c1cc(-c2ccc(Br)cc2)n[nH]1)N1CCN(S(=O)(=O)c2ccc(Br)cc2)CC1 | 5%
Cc1ccc(CNC(=O)c2cccc(NC(=O)N3CCSc4ncccc43)c2)cc1 | 2%
O=S(=O)(c1cccc2nonc12)N1CCN(c2ccccc2F)CC1 | 0%
CSc1ccc(CNCc2c(C(=O)O)c(C)n(Cc3ccc(F)cc3Cl)c2C)cc1 | -1%
CCOC(=O)CCc1c(C)nc2c(c(C)nn2-c2ccc(C)cc2)c1C | 7%
CC1(C(=O)NC2CCCCC2)CCC(=O)N1Cc1ccc2c(c1)OCO2 (configuration not stated) | 2%
COc1ccc(NS(=O)(=O)c2cc(NC(=O)c3ccccc3F)ccc2N2CCCC2)cc1 | 5%
CCOC(=O)c1nc2ccccc2c(C)c1C | -1%
O=[N+]([O-])c1ccc(Sc2cccc3cccnc23)c([N+](=O)[O-])c1 | -13%
CCN(CC)CCCNc1oc(-c2ccc(OC)cc2)nc1C#N | 0%
CN(C)Cc1cc2ccccc2c2c1COC2 | -7%
O=C(Nc1cccc(F)c1)C1CCCN(S(=O)(=O)c2ccc(-n3cnnn3)cc2)C1 (configuration not stated) | -7%
Cc1ccc(-c2cn3cc([N+](=O)[O-])ccc3n2)cc1 | -2%
CCOC(=O)c1ccc(NC(=O)CSc2nnc(-c3ccncc3)n2-c2ccccc2)cc1 | -12%

Compound activity from PubChem BioAssay.

The list is partial. The share of hits here may be higher or lower than overall.
